RAD54 branch = inhibitors of human RAD54 branch migration; RAD54 Holliday junction branch migration, FAM/BHQ fluorescence; inhibition, % at 10.4 µM; actives 0.14% (n = 360,000);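 active = mean normalized replicate activity at least 40 and at least half of replicates scoring 40 or more; inconclusive = only one of the two criteria met; inactive = mean below 40 and under half of replicates reaching 40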;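 note: 0% = median of neutral control wells and 100% = median of positive control wells; inhibitors cause a drop in the FAM fluorescence signal; in these data hits start at about 50%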
ERp5 inh = ERp5 (human) disulfide isomerase inhibition | AID 651711 | actives 0.05% (n = 350,000) | inhibition, % at 9.99 µM | Q15084 | ERp5 insulin aggregation, absorbance 650 nm, 90 min;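 active = mean replicate inhibition above about 25%, with every replicate also reaching it, limit read from the data, passing the limit was not always enough; inconclusive = only one of those two criteria met; inactive = neither criterion met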
ARNT-TACC3 inh = ARNT/TACC3 interaction disruption; Q9Y6A5; AlphaScreen His-ARNT PAS-B/GST-TACC3 binding, luminescence; TACC3 fragment carries E629A point mutation; inhibition, % at 9.99 µM; actives 0.66% (n = 390,000);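 active = mean inhibition of replicates at least 50% and at least half of replicates each reaching 50%; inconclusive = half or more replicates reach 50% but mean below 50%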;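 note: 0% = complete ARNT plus TACC3 wells and 100% = ARNT alone without TACC3; many hits fall short of the cut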
esBAF inh = blocks esBAF chromatin remodeling in mouse ES cells; Bmi1-luciferase knock-in reporter, 24 h; 100% = twice the neutral-well signal; actives 2% (n = 350,000); AID 602393; reporter increase, % at 12.5 µM; in the data active = activation above about 40%; inconclusive = no clear call, values can overlap the other calls;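 note: 0% = median of the plate's neutral control wells and 100% = double that signal; a rise in the Bmi1 reporter signal indicates esBAF inhibition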
CASP6 VEID inh = inhibitors of human caspase-6; P55212; purified caspase-6, Z-VEID-R110 cleavage fluorescence; inhibition, % at 12.5 µM; actives 0.53% (n = 350,000); AID 686996;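 active = mean inhibition across replicates at least about 35%, with every replicate also reaching that limit, limit read from the data; inconclusive = only one of the two criteria met; inactive = neither criterion met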;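 note: 0% = median of neutral control wells and 100% = no fluorescence left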
Target sequence (P55212 24-179 limits assumed): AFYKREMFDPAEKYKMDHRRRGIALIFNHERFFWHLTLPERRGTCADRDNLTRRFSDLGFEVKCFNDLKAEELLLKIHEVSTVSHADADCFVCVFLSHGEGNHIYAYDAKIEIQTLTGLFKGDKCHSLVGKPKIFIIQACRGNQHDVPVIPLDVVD
Target sequence (P55212 194-293 limits assumed): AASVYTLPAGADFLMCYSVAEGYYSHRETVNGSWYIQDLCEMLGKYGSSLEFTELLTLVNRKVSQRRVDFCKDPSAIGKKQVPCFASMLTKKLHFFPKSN
E-sel inducer = E-selectin induction on HUVECs; actives 0.37% (n = 260,000); P16581; HUVEC E-selectin immunofluorescence imaging; normalized: neutral wells 0, TNF-alpha wells 100; activation, % at 7.58 µM;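 active = mean E-selectin-positive cell signal at least 10% of the positive control, reached in at least 60% of replicates, without over 20% cell loss; inconclusive = no rule given, readout overlaps actives, possibly toxicity-flagged; inactive = the rest, including those meeting only one limit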;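 note: in these data hits start at about 27%; measured in HUVEC primary endothelial cells; signal is the percent of cells scored E-selectin positive by PE staining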
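System: HUVEC / Compound: single concentration / Signal: immunofluorescence imaging / Read-out: percent E-selectin-positive cells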
PglD DTNB = PglD (C. jejuni) enzyme inhibition. purified PglD enzyme, DTNB colorimetric CoA detection. inhibition, % at 12.5 µM. actives 0.098% (n = 360,000). AID 602405; in the data active = inhibition above about 16%, passing the limit was not always enough; inconclusive = no clear call, values can overlap the other calls; note: strong numbers were not always called active
RAD52 anneal inh = blocks human RAD52 DNA annealing | actives 0.46% (n = 360,000) | recombinant RAD52 DNA annealing, FRET fluorescence | inhibition, % at 18.7 µM;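 active = every replicate showing at least 50% inhibition; inconclusive = mean inhibition at least 50% but not in every replicate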
Target sequence (P43351 whole entry, looked up): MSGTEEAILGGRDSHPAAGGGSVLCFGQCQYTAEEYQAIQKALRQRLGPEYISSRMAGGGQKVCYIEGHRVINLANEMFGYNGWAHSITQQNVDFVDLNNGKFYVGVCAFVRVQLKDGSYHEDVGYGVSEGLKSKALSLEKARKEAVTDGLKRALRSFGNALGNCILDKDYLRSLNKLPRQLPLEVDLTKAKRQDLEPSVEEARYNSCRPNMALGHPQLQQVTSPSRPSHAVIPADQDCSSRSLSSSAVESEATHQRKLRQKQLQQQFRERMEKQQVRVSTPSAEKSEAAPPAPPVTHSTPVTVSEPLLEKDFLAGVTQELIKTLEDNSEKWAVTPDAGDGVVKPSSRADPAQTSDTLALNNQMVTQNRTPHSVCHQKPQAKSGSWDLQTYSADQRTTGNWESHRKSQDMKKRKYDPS
* hit, by the source's call; u = inconclusive; x = not tested or not shown. This is a random part of the collection. Share with any hit: about 3.2%.

molecule	RAD54 branch	ERp5 inh	ARNT-TACC3 inh	esBAF inh	CASP6 VEID inh	E-sel inducer	PglD DTNB	RAD52 anneal inh
COCCCN1C(=O)c2ccc(C(=O)O)cc2C1=O	4	x	11	6	x	x	0	x
CCC(C)c1ccc(S(=O)(=O)N2CCN(S(=O)(=O)c3ccc(NC(C)=O)cc3)CC2)cc1 (stereo unspecified)	1	-1	-6	-2	-3	x	3	-9
CC(=O)Nc1ccc(NC(=O)CSc2nc3ccccc3o2)cc1	9	2	x	x	-1	x	2	-13
COc1ccc(-c2nnn(Cc3ccccc3)n2)cc1	6	2	-12	79*	0	0.6	8	-9
O=C(Nc1ccc2oc(-c3ccccc3Cl)nc2c1)c1ncn[nH]1	3	-5	50*	u	-2	x	-108	-6
CCCCc1ccc(NC(=O)N2CCN(c3cc(C)nc4ccccc34)CC2)c(C)c1	-3	-5	6	-32	-1	x	-7	-11
COc1ccc([C@H]2CC(=O)C=C(c3cc(C(F)(F)F)cc(C(F)(F)F)c3)C2)cc1	0	5	0	-3	0	-0.1	-3	-14
CCOc1ccc(C(=O)NCCCN2CCOCC2)cc1OCC	-12	0	-7	-2	-13	x	-3	-16
O=C(Nc1ccc(C2CCCCC2)cc1)C1CCCN(c2ncccn2)C1 (stereo unspecified)	-3	4	-1	0	0	x	-7	-18
CC1C(c2ccc3c(c2)OCO3)c2cc3c(cc2OC1N1CCOCC1)OCO3 (stereo unspecified)	x	6	7	x	3	0.1	x	3
COC(=O)c1cc(C)sc1NC(=O)CCCC(=O)O	6	x	-4	1	x	x	2	x
CCOC(=O)N1CCN(C(=O)Cn2cc3c(n2)CCCC3)CC1	4	x	-4	4	x	x	1	x
CCOc1ccc(CNCCc2ccc(S(N)(=O)=O)cc2)cc1	x	2	-2	-6	-1	x	x	-12
O=C(Cc1c(O)c2ccccc2oc1=O)c1ccc(F)cc1	-12	12	x	69*	-1	x	-4	-9
Cc1cc(C)c(-c2csc(NC(=O)/C=C/c3cccs3)n2)c(C)c1	3	x	-1	10	x	-0.2	-14	x

A draw from above in order of number of heavy atoms, low to high.
molecule	RAD54 branch	ERp5 inh	ARNT-TACC3 inh	esBAF inh	CASP6 VEID inh	E-sel inducer	PglD DTNB	RAD52 anneal inh
COC(=O)c1cc(C)sc1NC(=O)CCCC(=O)O	6	x	-4	1	x	x	2	x
COc1ccc(-c2nnn(Cc3ccccc3)n2)cc1	6	2	-12	79*	0	0.6	8	-9
O=C(Cc1c(O)c2ccccc2oc1=O)c1ccc(F)cc1	-12	12	x	69*	-1	x	-4	-9
O=C(Nc1ccc2oc(-c3ccccc3Cl)nc2c1)c1ncn[nH]1	3	-5	50*	u	-2	x	-108	-6
O=C(Nc1ccc(C2CCCCC2)cc1)C1CCCN(c2ncccn2)C1 (stereo unspecified)	-3	4	-1	0	0	x	-7	-18
COc1ccc([C@H]2CC(=O)C=C(c3cc(C(F)(F)F)cc(C(F)(F)F)c3)C2)cc1	0	5	0	-3	0	-0.1	-3	-14
CCCCc1ccc(NC(=O)N2CCN(c3cc(C)nc4ccccc34)CC2)c(C)c1	-3	-5	6	-32	-1	x	-7	-11

The list continues.
molecule	RAD54 branch	ERp5 inh	ARNT-TACC3 inh	esBAF inh	CASP6 VEID inh	E-sel inducer	PglD DTNB	RAD52 anneal inh
Cc1nc(-c2ccc(S(=O)(=O)NCC3CCN(C(=O)OC(C)(C)C)CC3)s2)cs1	x	4	4	x	-4	7.5	x	-33
O=C(NNC(=O)c1ccccc1O)c1ccc(S(=O)(=O)Nc2ccccc2F)cc1	0	-14	20	-2	9	0.6	6	-3
Cc1cc(NC(=O)Cn2nnc3sc4c(c3c2=O)CCCC4)no1	2	2	4	-7	-2	x	-15	-15
O=C(c1ccccc1)c1cccn1CC(=O)N1CCN(c2ccc(F)cc2)CC1	10	x	2	-7	x	x	0	x
CCOC(=O)CSc1nc(C)c(C(C)=O)cc1C(N)=O	1	0	-2	4	8	4.0	0	-13
COc1ccc(NC(=O)CCNC(=O)C2CCN(S(=O)(=O)c3ccccc3)CC2)cc1OC	-2	4	x	-4	2	0.0	1	2
C[C@@H]1CN([C@@H](C)CO)C(=O)c2cc(NS(=O)(=O)c3cccs3)ccc2O[C@H]1CN(C)Cc1ccc(C(=O)Nc2ccccc2N)cc1	-1	-2	5	-10	2	-0.4	-1	11
O=C(CCCC(=O)N(c1ccc2c(c1)OCCO2)C(C(=O)NC1CCCCC1)c1ccc(Cl)cc1)Nc1ccccn1 (stereo unspecified)	-1	-4	11	-3	-2	x	-1	-7
O=C(C[C@H]1C=C[C@H](NC(=O)c2ccc(F)cc2)[C@@H](CO)O1)NCc1ccncn1	-17	0	-6	5	1	0.1	-6	-2
COc1ccc(Br)cc1CNc1ccccc1	2	2	-6	-2	2	x	2	-8
Cc1ccc(S(=O)(=O)NC2CCCCC2)cc1C(=O)N1CCC(C(N)=O)CC1	18	7	24	-6	3	x	-3	0
CCc1nc2ccc(C(=O)N(CC)CCN(C)C)cn2c1N(C)Cc1cccs1	2	-5	x	-8	-4	0.8	2	-10
C[C@@H]1CCCCO[C@@H](CN(C)C(=O)C2CCCCC2)[C@H](C)CN([C@H](C)CO)C(=O)c2cc(NC(=O)Nc3ccc(F)cc3)ccc2O1	-5	2	-2	15	2	0.0	-1	11
Cc1nc2ccccc2c(=O)n1NC(=O)c1cccnc1Cl	x	-1	-3	x	1	x	x	-1
Cc1ccc(S(=O)(=O)N(C)C[C@@H]2Oc3cc(C#Cc4ccccc4)ccc3S(=O)(=O)N([C@@H](C)CO)C[C@H]2C)cc1	-7	-11	16	-5	2	1.9	1	3

More compounds
molecule	RAD54 branch	ERp5 inh	ARNT-TACC3 inh	esBAF inh	CASP6 VEID inh	E-sel inducer	PglD DTNB	RAD52 anneal inh
CSc1nc(N)n2nc(C(C)(C)C)cc2n1	x	2	11	x	-4	0.1	x	2
Oc1ccc(Cl)cc1CNC1CCCCC1	1	1	5	x	-1	-0.2	2	-10
COc1cc(OC)c(C2NC(=O)CCC2[N+](=O)[O-])cc1OC (stereo unspecified)	-1	3	2	-11	4	x	7	-4
COc1cc(F)ccc1-c1cc(C(=O)NCc2cccc(Cl)c2)[nH]n1	-6	3	x	2	7	0.1	-1	-15
Cn1nnnc1Sc1ncnc2scc(-c3ccc[nH]3)c12	1	-5	3	-15	7	0.4	-6	-45
CCCC#Cc1ccc([C@H]2[C@H]3CN(S(=O)(=O)c4ccccc4C)CC(=O)N3[C@H]2CO)cc1	x	1	x	x	2	0.0	x	-4
CO[C@H]1CN(C)C(=O)c2ccc(NC(=O)C3CCOCC3)cc2OC[C@H](C)NC[C@H]1C	0	-4	-6	-6	-2	-0.3	0	-27
COC(=O)COc1nsnc1N1CCOCC1	-8	x	-4	-5	x	x	-4	x
COc1ccc(NC(=O)CSc2nnc(CNC(=O)c3cccs3)o2)c(OC)c1	4	-1	-1	3	-3	0.2	-3	-11
CCOC(=O)C1CCN(C(=O)CCS(=O)(=O)c2ccc3c(c2)CCN3C(=O)CC)CC1	x	0	12	x	6	x	x	-15
CCC(=O)Nc1cccc(C2=NOC3(C2)C[C@@H](C(N)=O)N(C(=O)c2cc([N+](=O)[O-])cc([N+](=O)[O-])c2C)C3)c1 (stereo partly specified)	2	-4	0	8	x	-0.7	1	-3
Cc1cccc(-c2noc(-c3cc4ccccc4oc3=O)n2)c1	4	x	7	20	x	x	-2	x
Cc1[nH]c2ccccc2c1C(=O)CN1C(=O)NC2(CCCCCC2)C1=O	-3	5	-9	7	-2	x	0	5
CCN(CC)C(=O)COC(=O)c1cc(-c2ccco2)nc2ccccc12	x	-2	-3	x	2	6.3	x	-20
C=CCn1c(SCC(=O)Nc2sccc2C(N)=O)nc2ccc(Cl)cc2c1=O	1	x	3	6	x	x	-2	x

Going on with the list:
molecule	RAD54 branch	ERp5 inh	ARNT-TACC3 inh	esBAF inh	CASP6 VEID inh	E-sel inducer	PglD DTNB	RAD52 anneal inh
Cc1ccc(C(=O)N2CCC3(CC2)Oc2ccc(Cl)cc2C(=O)C32CC(c3cccnc3)=NO2)s1 (stereo unspecified)	-4	3	-12	-6	0	-0.1	12	-7
CCCCOc1ccc(S(=O)(=O)NNC(=O)c2cc3ccccc3o2)cc1	7	0	0	x	3	x	-1	-16
COc1ccc(CNC(=O)c2ccc(N3CCOCC3)c([N+](=O)[O-])c2)cc1	x	2	3	x	-1	-0.2	x	-19
Cc1cccc(-c2ccc([C@@H]3[C@@H](CO)N4CCCCN(Cc5cncnc5)C[C@@H]34)cc2)c1	7	-2	1	0	1	0.0	6	12
Cc1noc(C)c1S(=O)(=O)Nc1ccc2c(c1)C(=O)N([C@H](C)CO)C[C@H](C)[C@H](CN(C)S(=O)(=O)c1c(C)noc1C)OCCCC[C@@H](C)O2	-4	-4	-6	-5	-1	-0.3	-3	0
c1csc(-c2cn3c(n2)SCC3)c1	-2	x	20	15	x	x	0	x
Cc1cc(C)cc(N(CC(=O)NC2CCCC2)C(=O)CCC(=O)Nc2nc(C)cs2)c1	0	4	-2	6	0	x	-4	1
COc1ccccc1NS(=O)(=O)c1cccc(C(=O)NCc2ccccn2)c1	-3	2	22	-2	3	-0.2	-2	-4
O=C(COc1ccc(Br)cc1)N1CCN(c2ncccn2)CC1	-1	4	-9	1	0	-1.0	3	4
CCCCn1nc2cc(C(=O)NCc3ccc(OC)cc3)ccc2c1OCC	-1	3	-5	-1	-5	-0.1	2	-15
COCc1ccc(C(=O)OC(C)C(=O)Nc2c(C)n(C)n(-c3ccccc3)c2=O)cc1 (stereo unspecified)	-5	0	-1	-6	0	0.1	3	-16
COCCCNC(=O)c1cc(OC)c(OC)c(OC)c1	3	x	-5	-10	x	x	3	x
Cn1c(=O)[nH]c(=O)c2c1nc(N1CCN(Cc3ccccc3)CC1)n2CCSc1ncccn1	9	8	-3	-5	-1	0.2	-1	-3
COc1ccc2c(c1)CCc1c-2n[nH]c1C(=O)NCCC(C)C	1	1	-10	2	1	u	-24	-17
CN(C)CC(=O)N1[C@H](CO)[C@H](c2ccccc2)C12CN(C(=O)c1ccc(F)cc1)C2	x	-3	x	x	-2	-0.1	x	-15

From PubChem BioAssay
